# Phagocyt inh – blocks phagocytosis by macrophages. J774A.1 macrophage IgG-bead phagocytosis, imaging. inhibition, % at 5 µM. actives 0.07% (n = 110,000). AID 1029;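 active = inhibition above the mean of the plate negative controls plus 5 SD, cut at about 13% in these data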;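 also: phagocytic index as fraction of beads internalized from green versus red external bead signal; plate controls were DMSO negative control for no effect and cytochalasin-D positive control for full effect; some results beyond the cut were filed as inactive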
# MRP-1 activ – MRP-1 activation | actives 0.61% (n = 140,000) | AID 799 | viability increase, % at 10 µM | H69AR cells + doxorubicin, viability rescue, CellTiter-Glo;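 active = viability gain under doxorubicin at or above a set limit, the compound median plus 3 SD, cut at about 4.7% in these data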;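 also: MRP-1 overexpressing cells given doxorubicin 25 µM after compound pretreatment; 18-22 h compound pretreatment then 72 h with doxorubicin before readout; 0% = doxorubicin-only wells and 100% = vehicle-treated cells without doxorubicin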
# PTEN del growth – PTEN-deleted cell growth suppression | HCT116 PTEN-null viability, CellTiter-Glo, 60 h; hits give low values | viability, % at 10 µM | actives 1.2% (n = 140,000);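 active = viability at or below a set limit, 4 SD under the median of all tested compounds, cut at about 3.7% in these data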;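 also: PTEN knockout HCT116 line with beta catenin targeted HCT116 as companion control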
# NPY Y2 blocker – antagonists of human neuropeptide Y receptor Y2; NPY-Y2 expressing cells, antagonist mode; inhibition, % at 2.7 µM; actives 0.99% (n = 140,000); in the data active = inhibition above about 17%;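 also: 0% = vehicle with agonist challenge and 100% = reference antagonist with challenge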
# Target sequence (P49146 whole entry, looked up): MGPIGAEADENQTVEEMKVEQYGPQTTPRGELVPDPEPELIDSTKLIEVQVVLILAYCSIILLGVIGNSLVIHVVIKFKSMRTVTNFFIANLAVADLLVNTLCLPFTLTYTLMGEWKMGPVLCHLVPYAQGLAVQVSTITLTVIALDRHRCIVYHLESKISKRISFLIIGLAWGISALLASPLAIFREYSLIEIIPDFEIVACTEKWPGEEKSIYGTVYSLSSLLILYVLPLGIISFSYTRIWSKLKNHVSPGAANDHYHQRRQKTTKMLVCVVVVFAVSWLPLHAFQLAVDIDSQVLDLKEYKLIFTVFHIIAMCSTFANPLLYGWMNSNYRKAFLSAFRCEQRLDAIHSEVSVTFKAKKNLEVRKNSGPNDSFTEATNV
# Yeast growth inh – yeast BB579 growth reduction in restrictive medium; inhibition, % at 10 µM; actives 0.51% (n = 140,000); S. cerevisiae BB579 growth, OD615, 48 h;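 active = inhibition above a set limit, 3 SD over the mean compound inhibition, cut at about 44% in these data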; also: inactives centre near -24
#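 Material: Saccharomyces cerevisiae DeaD strain BB579, replicative lifespan model yeast; buffer or medium: CSMM-D restrictive synthetic medium containing dextrose (glucose); compound: 10 µM single dose, DMSO 0.25%; timing: 48 h compound exposure at 30 °C after 4 h preincubation; signal: turbidity as optical density at 615 nm; benchmarks: positive control amphotericin B 10 µg/mL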
# GALR2 antag – GALR2 (human) receptor antagonism. O43603. GALR2-expressing cells, antagonist mode. inhibition, % at 4 µM. actives 0.39% (n = 140,000); in the data active = inhibition above about 27%;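 also: cells stimulated with galanin 1-16 at roughly its EC80; 0% = agonist challenge control and 100% = basal control without agonist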
# Target sequence (O43603 whole entry, looked up): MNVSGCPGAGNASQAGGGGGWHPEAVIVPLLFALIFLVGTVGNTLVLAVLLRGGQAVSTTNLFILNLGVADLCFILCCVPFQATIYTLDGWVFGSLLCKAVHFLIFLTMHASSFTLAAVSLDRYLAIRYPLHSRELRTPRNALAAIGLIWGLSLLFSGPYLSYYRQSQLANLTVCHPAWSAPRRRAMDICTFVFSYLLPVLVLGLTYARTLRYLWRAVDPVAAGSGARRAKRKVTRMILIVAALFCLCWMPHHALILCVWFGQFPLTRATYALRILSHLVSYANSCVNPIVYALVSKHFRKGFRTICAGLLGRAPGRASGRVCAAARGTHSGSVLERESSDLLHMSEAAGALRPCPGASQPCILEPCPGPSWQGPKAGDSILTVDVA
# E-sel TNF inh – blocks E-selectin expression induced by TNF alpha; HUVEC TNFa-induced E-selectin immunofluorescence, high content; inhibition, % at 2 µM; actives 0.71% (n = 120,000); AID 1246;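 active = inhibition above the batch mean plus 3 SD, and confirmed as a hit on visual image review, cut at about 43% in these data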;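 also: 0% = TNF-stimulated DMSO wells and 100% = unstimulated control wells; not every result past the cut was called active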
# Yeast life ext – yeast lifespan extension; S. cerevisiae growth with nicotinamide, OD615; deaD strain in restrictive glucose medium; inhibition of the nicotinamide effect, % at 10 µM; actives 0.68% (n = 130,000); AID 775;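 active = inhibition above a set limit, placed 3 SD over the median of all compounds, cut at about 26% in these data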;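 also: 0% = nicotinamide-treated wells and 100% = cells grown without nicotinamide; some compounds called inactive have numbers as strong as hits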
#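 Material: Modified budding yeast, DeaD strain | Medium: Restrictive glucose medium | Probe or stimulus: 1.5 mM nicotinamide | Dosing: Single dose 10 µM compound, 0.25% DMSO | Times: 48 h at 30 °C | Technique: OD615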
# bCat KO growth – beta-catenin-lacking colon tumor cell growth suppression; HCT116 beta-catenin knockout viability, CellTiter-Glo, 60 h; hits give low values; viability, % at 10 µM; actives 1.5% (n = 140,000); AID 818;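 active = viability at or under a set limit, the compound median less 4 SD, cut at about 6% in these data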;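 also: 0% = Hyamine 1622 control at 20 µM and 100% = untreated cell control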
# Measles CPE – protection of cells from measles virus; Measles virus-infected cells, CPE protection, absorbance; protection (pct of control), % at 4 µM; actives 1.5% (n = 140,000); AID 841; in the data active = protection mostly above about 24%, no sharp cut-off; inactive = mostly below about 26%; also: some compounds called inactive have numbers as strong as hits
# * marks the source's active call; other numbers are inactive results; nt = no result given.
SMILES,Phagocyt inh,MRP-1 activ,PTEN del growth,NPY Y2 blocker,Yeast growth inh,GALR2 antag,E-sel TNF inh,Yeast life ext,bCat KO growth,Measles CPE
CCCCOc1cccc(-c2nnc(NC(=O)CSc3ccc(C)cc3)s2)c1,-3.7,-4.9,15.6,5.3,-5.0,-11.7,-5.7,0.6,13.1,6.8
CC(C)(C)N1C(=O)Cc2c1nc(N)c1c(N)nc(N3CCCCC3CO)c(C#N)c21 (centres undefined),-0.9,-4.7,85.8,-2.3,-41.2,-11.6,1.9,-20.5,74.3,4.7
C/C(=C\C(=O)c1ccc(Br)cc1)N1CCCCC1,0.1,2.2,87.5,3.4,-56.0,-6.2,nt,-12.5,96.2,4.4
Cc1csc(NC(=O)[C@@H](NC(=O)c2ccccc2)C(C)C)n1,-1.5,-2.4,100.2,2.2,-2.9,4.6,9.8,0.8,100.8,10.8
COc1ccc(/C=N/NC(=O)c2ccc3c(c2)OCCO3)cc1[N+](=O)[O-],-11.2,-1.9,71.2,4.0,-5.0,4.6,1.1,-6.3,76.9,17.1
CC(NC(=O)c1ccc(NS(C)(=O)=O)cc1)c1ccccc1 (centres undefined),-1.0,0.2,101.4,2.2,-49.6,9.4,-42.1,-7.4,106.5,2.5
Cc1ccc(C(C(=O)NCc2ccco2)N(C(=O)CNC(=O)c2cccs2)c2c(C)cc(C)cc2C)cc1 (centres undefined),1.0,-2.3,4.4,1.1,-22.9,4.1,16.6,12.0,9.2,6.1
O=C(NCc1ccccn1)c1cnc2sccn2c1=O,-3.3,-0.1,117.7,-1.1,23.4,8.1,nt,-4.0,96.4,1.3
Cc1ccc(C(=O)Nc2ncc3c(Cl)cccc3n2)cc1,nt,-3.4,36.9,5.0,-50.1,8.3,37.6,-22.6,37.6,2.9
O=C(CSc1nnc(NC(=O)C2CCC2)s1)Nc1ccc(N2CCOCC2)cc1,0.7,-0.5,94.1,-2.1,-52.5,16.9,nt,-5.5,85.6,7.4
O=C(CNC(=O)C1CCCCC1)Nc1cc(Cl)cc(Cl)c1,-0.3,-3.0,86.7,2.8,-3.7,2.8,16.9,0.5,86.6,3.0
Nc1c([N+](=O)[O-])cnnc1-c1ccccc1,-4.7,-3.7,82.1,-1.7,-20.7,-8.8,nt,2.6,89.4,10.7
c1cnn(-c2nc(N3CCOCC3)nc(N3CCOCC3)n2)c1,-0.4,-1.8,66.1,-0.9,-12.0,-12.5,-20.6,-13.3,61.4,24.5
COc1ccc(/C=N/NC(=O)C(=O)Nc2ccccn2)cc1OC,-1.2,-1.6,99.9,-0.4,-33.0,-1.4,nt,-6.1,91.5,3.6
O=C(NCCCO)/C(=C/c1ccco1)NC(=O)c1ccc(Br)o1,0.7,-2.8,88.2,-0.7,-10.0,-10.6,nt,-1.8,91.2,2.0
c1ccc(OCc2nc3c4c(ncn3n2)-c2ccccc2CC42CCCC2)cc1,-4.4,-0.6,65.7,7.9,-21.2,16.2,nt,2.6,68.7,5.6
CON/C=C(\C=Nc1ccc(F)cc1)c1ncc(C(F)(F)F)cc1Cl,-0.4,-1.1,84.9,0.0,-58.7,-3.5,2.3,-10.6,78.2,3.5
CCN(CC)c1ccc(/C=N/OC(C)C(=O)Nc2ccc(C)cc2)cc1 (centres undefined),-7.0,-1.5,64.6,6.9,-26.2,-1.1,nt,-0.2,74.7,7.7
Cc1cc(C(=O)CSc2nnnn2-c2ccccc2)c(C)n1-c1ccc2c(c1)OCO2,-3.0,-1.7,48.2,5.2,-40.1,-11.4,-10.7,-1.5,44.9,5.8
CN(C)CCOC(=O)Cc1ccc(Cl)cc1,4.7,-1.2,103.7,1.6,-1.1,-1.8,18.2,-16.0,111.2,2.9
Nc1nnc(SCc2cc3c(cc2Cl)OCO3)s1,-1.3,-1.4,87.7,8.5,-35.1,-9.8,-25.7,-25.9,92.1,3.5
O=C(NCc1ccccc1)c1ccc(-c2ccccc2C(F)(F)F)o1,nt,-0.2,93.9,6.4,-13.7,-9.2,nt,-2.2,97.5,1.7
Cc1cccc(N2C(N)=C(C#N)C(C#N)(C#N)C2c2ccccc2)c1 (centres undefined),-1.4,-2.4,70.0,1.3,-49.1,-36.2,-6.4,7.2,96.7,22.4
Cn1cnnc1SCC(=O)NC(=O)NC1CCCC1,0.0,-0.4,110.8,2.2,-37.3,2.5,-26.8,-10.5,102.7,12.5
O=C(NCCCN1CCCC1=O)c1ccc2c(c1)ncn2C1CCCCC1,nt,-2.6,107.9,1.6,-6.1,0.1,3.4,3.6,105.9,41.3*
O=C(NNS(=O)(=O)c1ccc(F)c(Cl)c1)c1cccc(S(=O)(=O)N2CCOCC2)c1,-10.7,-0.2,95.7,3.0,-19.3,-7.7,nt,-2.7,89.1,4.1
O=C(CCSCCC(=O)NCc1ccco1)NCc1ccco1,-0.5,-0.8,90.2,0.7,-56.6,-5.1,nt,-3.1,94.9,12.4
COc1ccccc1NC(=O)N1CCN(c2ccccc2F)CC1,-0.9,1.7,95.5,3.2,-0.5,-16.8,28.8,-18.2,109.3,6.8
Cc1cc(C)c(C)c(OCC(=O)NCc2nc(-c3ccccc3)no2)c1,-0.5,0.8,93.3,9.6,-52.1,-0.4,-16.8,-4.4,104.6,24.5
CCn1c(Cc2ccccc2)nnc1SCC(=O)Nc1ccc(N)cc1,1.5,-0.9,112.9,4.2,-17.6,-12.1,nt,-7.8,103.8,3.7

# Shown as a hit in Measles CPE, among the entries above:
smiles	Phagocyt inh	NPY Y2 blocker	Yeast growth inh	GALR2 antag	E-sel TNF inh	Yeast life ext	Measles CPE
O=C(NCCCN1CCCC1=O)c1ccc2c(c1)ncn2C1CCCCC1	nt	1.6	-6.1	0.1	3.4	3.6	41.3*

# Next structures follow.
SMILES,Phagocyt inh,MRP-1 activ,PTEN del growth,NPY Y2 blocker,Yeast growth inh,GALR2 antag,E-sel TNF inh,Yeast life ext,bCat KO growth,Measles CPE
CC(=O)N/C(=C/c1ccccc1)C(=O)NCCO,2.9,-0.6,100.9,3.7,-14.6,-1.5,-36.0,-9.0,93.4,27.9
CC(/C=N/NC(=O)c1cc(-c2ccccc2)nc2ccccc12)=C\c1ccco1,10.7,-3.9,20.0,5.0,-18.4,6.2,nt,-0.2,15.1,11.9
CCc1nnc(NC(=O)C2CCN(c3nc(C)cc(C)n3)CC2)s1,-0.7,-1.7,100.0,-1.1,-21.4,-3.8,-17.0,-17.5,107.7,9.3
O=C(NC1CC1)c1c[nH]c2ccc(S(=O)(=O)Nc3cccc(C(F)(F)F)c3)cc2c1=O,nt,1.6,92.5,9.4,-8.5,1.0,13.0,-8.7,93.0,23.0
CNC(=O)COc1ncnc2sccc12,0.7,-0.8,92.8,2.2,-15.5,-2.1,nt,-13.6,92.9,0.1
O=C(NCCC1=CCCCC1)C1CCN(S(=O)(=O)c2cnc[nH]2)CC1,-1.4,-0.3,95.0,5.4,-0.9,-4.9,1.0,-12.7,90.0,15.1
COc1ccc(N2CC(O)=C(c3nc4ccccc4s3)C2=N)cc1,6.5,1.6,99.6,-1.7,-10.6,2.6,nt,-2.2,110.0,3.5
CC(C)C(=O)NC(c1ccco1)c1c(O)ccc2ccccc12 (centres undefined),3.4,-2.1,83.2,0.0,-20.1,5.5,21.1,6.5,78.8,1.5
O=[N+]([O-])c1ccc2nc(SCc3cn4ccccc4n3)[nH]c2c1,-7.6,-2.9,74.8,-0.3,-33.3,-7.4,10.8,0.3,79.5,21.1
C[C@H](NC(=O)OC(C)(C)C)c1nnc(SCC(=O)Nc2ccc(Br)cc2)o1,-1.4,-0.4,93.0,-0.7,-9.2,0.6,-7.3,-7.3,97.6,8.1
Cc1ccccc1SCC(=O)NC1CCOC1=O (centres undefined),-3.2,0.8,113.0,2.0,-17.8,5.4,nt,-2.7,105.1,10.6
Cc1cccc(-n2c(C)cc(/C=N/O)c2C)c1,-5.3,-0.7,99.0,5.5,-48.6,9.1,nt,3.7,97.8,15.9
CCCC(C)C(=O)Nc1ccc(C(N)=O)cc1 (centres undefined),-1.4,-0.7,104.6,-2.2,-29.6,-8.8,-17.3,-8.5,105.3,4.2
O=C1CC(=O)C(n2cncn2)C(c2ccc(Cl)cc2Cl)C1 (centres undefined),-1.5,0.0,93.9,2.4,-52.1,-10.6,nt,-11.2,92.6,22.1*
C=CCNC(=S)Nc1sc2c(c1C(=O)OCC)CCN(C(=O)OCC)C2,1.3,-3.8,91.6,2.1,2.0,-8.9,-24.9,-17.3,89.5,4.5
Cc1cccc(-c2nnc(NC(=O)c3cccs3)s2)c1,nt,0.7,78.7,0.2,-34.1,1.4,5.5,-3.1,84.9,8.9
Cc1cccc(-c2nc3c(c(SCC(=O)N4CCOCC4)n2)CCCC3)c1,nt,-0.1,72.4,2.4,-35.5,-11.1,-13.3,nt,83.4,5.1
COc1ccc2c(c1)NC1(O)c3ccccc3C(=O)C21O (centres undefined),0.0,-0.3,96.9,0.2,-27.4,5.7,nt,-5.1,99.6,9.9
COc1ccc(Br)cc1-c1noc(-c2ccncc2)n1,3.9,-1.1,84.7,3.6,-3.9,-5.2,21.2,-35.1,88.8,1.5
COc1ccc(CCCC(=O)N/N=C/c2cccc(OC)c2O)cc1C,-3.5,2.5,9.1,3.9,-42.4,20.3,nt,-0.6,9.6,19.8
Cc1c(NS(=O)(=O)c2ccc(N(C)C3CCCCC3)c([N+](=O)[O-])c2)c(=O)n(-c2ccccc2)n1C,-3.9,-3.0,77.1,1.1,-15.6,-28.5,nt,-2.2,75.7,28.9
CCOC(=O)c1c(NC(=O)CSc2nc3c(c(=O)n(C)c(=O)n3C)n2C(C)C)sc(C)c1C,nt,-1.2,95.4,1.3,-97.2,-10.0,-3.7,-11.6,97.0,21.4
CCC1CCc2c(sc(NC(=O)c3ccco3)c2C(N)=O)C1 (centres undefined),nt,-2.3,71.3,1.4,-10.4,6.2,-15.3,nt,78.6,12.8
CC(C)NC(=O)C1CCCN(S(=O)(=O)c2ccc(-n3cnnn3)cc2)C1 (centres undefined),-0.9,-0.8,102.1,1.0,-40.2,-1.5,-20.8,-2.6,101.3,6.9
COc1ccc(NC(=O)c2ccc(C)cc2)c(OC)c1,-5.6,0.6,83.7,2.3,-19.6,-1.4,nt,-2.7,84.2,3.9
Cc1c(C(=S)Nc2ccccc2)cnn1-c1ccccc1,-3.6,-0.6,89.2,3.9,-18.9,-2.3,42.3,-14.8,72.0,6.3
CSC1=C(C#N)C(c2ccccc2Cl)C(C(C)=O)=C(C)N1 (centres undefined),nt,-3.8,90.3,5.4,-45.1,0.6,36.9,nt,89.8,-1.2
COc1ccc(CNC(=O)CSc2nnc(Cn3nnc4ccccc43)n2C)cc1,-0.4,-3.2,90.0,1.8,-1.8,3.5,2.2,-10.7,89.5,14.3
O=C1NN(c2ccccc2)C(=O)/C1=C/c1cccs1,nt,-2.0,80.8,3.6,-37.3,4.1,2.1,20.5,83.4,7.2
